p97 ATPase inh = inhibitors of human p97 ATPase, primary screen, biochemical; Transitional endoplasmic reticulum ATPase (Homo sapiens), P55072; recombinant p97 ATPase, Kinase-Glo ATP luminescence, 3 h; inhibition, % at 8 µM; hit rate 0.42% among 220,000; AID 1481, 2009; in the data active means inhibition above about 15%;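 further: 0% = DMSO vehicle and 100% = wells lacking enzyme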
Target sequence (P55072 whole entry, looked up): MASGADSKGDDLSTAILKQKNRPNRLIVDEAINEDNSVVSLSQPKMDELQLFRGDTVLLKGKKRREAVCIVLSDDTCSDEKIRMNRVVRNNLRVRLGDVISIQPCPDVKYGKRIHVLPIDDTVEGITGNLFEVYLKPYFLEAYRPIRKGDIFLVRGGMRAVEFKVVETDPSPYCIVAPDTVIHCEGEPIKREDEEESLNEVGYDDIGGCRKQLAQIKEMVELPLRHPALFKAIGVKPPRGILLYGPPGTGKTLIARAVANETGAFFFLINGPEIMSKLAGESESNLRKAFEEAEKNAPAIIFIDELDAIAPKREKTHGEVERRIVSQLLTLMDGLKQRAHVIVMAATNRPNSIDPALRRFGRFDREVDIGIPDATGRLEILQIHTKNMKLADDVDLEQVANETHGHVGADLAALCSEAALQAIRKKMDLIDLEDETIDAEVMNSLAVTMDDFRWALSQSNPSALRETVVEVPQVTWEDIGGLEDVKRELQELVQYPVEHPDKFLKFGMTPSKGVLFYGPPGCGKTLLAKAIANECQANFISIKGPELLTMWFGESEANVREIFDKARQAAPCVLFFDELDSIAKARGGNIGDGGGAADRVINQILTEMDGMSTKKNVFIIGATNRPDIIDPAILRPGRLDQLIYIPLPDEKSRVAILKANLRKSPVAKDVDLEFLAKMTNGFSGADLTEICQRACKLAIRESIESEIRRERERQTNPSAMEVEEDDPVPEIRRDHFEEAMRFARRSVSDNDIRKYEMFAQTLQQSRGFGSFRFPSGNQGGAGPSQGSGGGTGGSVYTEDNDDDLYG
Furin inh = human furin inhibitors, primary screen, biochemical, fluorescence intensity; P09958; inhibition, % at 30 µM; purified furin, fluorogenic substrate cleavage; hit rate 0.061% among 220,000; in the data active means inhibition above about 25%; further: inactives centre near -15
NCF1 inh = p47phox/p22phox peptide binding inhibitors, primary screen, biochemical, uHTS, NADPH oxidase regulatory subunit. hit rate 0.53% among 220,000. inhibition, % at 24.7 µM. Neutrophil cytosol factor 1 (Homo sapiens), P14598. AID 1274, 2008. fluorescence polarization, 2 h;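 active means inhibition above about 30%, limit read from the data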;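 further: 0% = p47phox with labelled peptide and 100% = labelled peptide alone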
EP2 antag = human EP2 receptor antagonists, primary screen, TR-FRET cAMP, C6 glioma cells; Prostaglandin E2 receptor EP2 subtype (Homo sapiens), P43116; C6 glioma cells expressing human EP2; cells stimulated with saturating PGE2; inhibition, % at 25 µM; hit rate 0.52% among 260,000; AID 1422, 2008;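 active means percent inhibition above 40 after rounding to a whole number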;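 further: rat C6 glioma host cells with rolipram phosphodiesterase inhibitor present; the protocol text gives 20 µM as final concentration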
PPC-1+TRAIL kill = compounds killing PPC-1 cancer cells with TRAIL present, primary screen, TRAIL potentiator project, ATPLite luminescence, uHTS. cell killing (% activity), % at 4 µM. hit rate 0.41% among 220,000. PPC-1 cells + TRAIL, ATPLite viability luminescence. AID 1443, 2008;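 active means cell killing above 50% in the first pass at 4 µM, then a duplicate retest at 5 µM averaging 50% or more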;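 further: plate controls were cells with TRAIL plus DMSO for no effect and medium-only wells lacking cells for full effect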
RBBP9 inhibitor = human RBBP9 inhibitors, primary screen, biochemical, fluorescence polarization, FP-Rh probe, HTS | recombinant RBBP9 | Serine hydrolase RBBP9 (Homo sapiens), O75884 | inhibition, % at 7.94 µM | hit rate 0.2% among 220,000;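 active means inhibition above the campaign mean of all tested compounds plus 3 SD, cut at about 14% in these data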;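 further: plate controls were DMSO wells with RBBP9 for no effect and wells lacking RBBP9 protein for full effect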
Target sequence (O75884 whole entry, looked up): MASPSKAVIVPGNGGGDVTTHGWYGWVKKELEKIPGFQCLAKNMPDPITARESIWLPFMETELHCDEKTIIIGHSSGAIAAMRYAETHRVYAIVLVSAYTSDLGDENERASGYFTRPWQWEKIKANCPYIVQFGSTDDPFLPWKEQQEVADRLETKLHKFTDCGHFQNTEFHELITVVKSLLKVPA
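Assay system: recombinant human RBBP9; Reagent: Serine-hydrolase probe FP-Rh, 375 nM pre-mixing; Doses: 7.94 µM single dose, 0.794% DMSO; Incubation: 30 min then 45 min, 25 °C; Detection: fluorescence polarization (mP), excitation 525 nm, emission 598 nm; Evaluation: percent inhibition from mP, scaled between DMSO and no-protein wells.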
BaF3 tox = parental Ba/F3 cell viability inhibition, counter-screen for JAK2V617F inhibitor project, murine pro-B, CellTiter-Glo luminescence; CellTiter-Glo ATP luminescence; inhibition, % at 5.6 µM; hit rate 1.1% among 220,000; AID 1486, 2009;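 active means inhibition above a per-campaign cutoff, the mean inhibition of all tested compounds plus 3 SD, cut at about 27% in these data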;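 further: 0% = DMSO wells and 100% = JAK Inhibitor I control wells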
Ba/F3 V617F tox = reduced viability of JAK2V617F-dependent Ba/F3 cells, primary screen, JAK2V617F inhibitor project, cell-based, Ba/F3 EpoR-JAK2V617F, luminescence; ATP luminescence; inhibition, % at 5.6 µM; hit rate 1.1% among 220,000;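 active means inhibition above the campaign mean plus 3 SD over all tested compounds, cut at about 24% in these data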;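 further: cytokine-independent growth of Ba/F3 cells driven by EpoR plus mutant JAK2; 0% = DMSO-treated cells and 100% = JAK inhibitor I control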
TbHK1 inh = Trypanosoma brucei hexokinase 1 inhibitors, primary screen, biochemical, G6PDH-coupled NADH absorbance, MLSCN library | recombinant TbHK1, G6PDH-coupled NADH A340 | inhibition, % at 10 µM | hexokinase 1 [Trypanosoma brucei] | hit rate 0.11% among 220,000;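 active means inhibition of 50% or more in the single-dose primary screen; inactive means inhibition below 50%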
Starred values were filed as active, the others as inactive; & = joins results of further samples; [ ] = remark or other dose. This is a subset; the hit share may differ from the screen's.

SMILES | p97 ATPase inh | Furin inh | NCF1 inh | EP2 antag | PPC-1+TRAIL kill | RBBP9 inhibitor | BaF3 tox | Ba/F3 V617F tox | TbHK1 inh
COc1ccc(C(=O)NNC(=O)CSc2nnc(COc3ccccc3OC)n2C)cc1 | -1 | -18 | -10 | 7 | 3 | -9 | 5 | 2 | -6
O=C(CCC1CCCN(C(=O)Cn2cnnn2)C1)NCc1ccc(F)c(F)c1 (stereo not given) | 4 | -13 | -6 | 9 | -17 | 0 | 4 | -2 | -6
CCOC(=O)c1c(C)[nH]c(C(=O)COC(=O)C(C)Oc2ccc(Cl)cc2Cl)c1C (stereo not given) | 1 | -25 | -21 | 7 | 4 | -4 | 1 | -1 | 8
O=C(Nc1cccc(C(F)(F)F)c1)C1C2CC3OC(=O)C1C3C2 (stereo not given) | 5 | -19[20 µM] | -13 | 11 | 24 | -4 | 6 | 0 | 1
Cc1ccc(C)c(S(=O)(=O)N2CCN(CC(=O)Nc3ccc([N+](=O)[O-])cc3)CC2)c1 | -5 | -5 | -7 | 4 | 5 | -6 | 2 | -1 | -12
NC1=NC(=O)/C(=C\c2cccs2)S1 | 3 | -2[20 µM] | -9 | 8 | 11 | -5 | 2 | 1 | -37
CC(=O)N1CCc2c(sc(NC(=O)CN3C(=O)CCC3=O)c2C(N)=O)C1 | -1 | -15 | -14 | 11 | 0 | -6 | 0 | -2 | -10
C=CCNC(=O)c1onc(CSc2cccc3ccccc23)c1C(=O)O | -1 | -8[20 µM] | 0 | 8 | -3 | 0 | 5 | 3 | -9
COc1ccc(/C(C)=N/NC(=O)OC(C)(C)C)cc1[N+](=O)[O-] | 4 | -17 | -14 | 6 | -4 | 2 | -2 | -2 | -4
Cn1c(=O)c2c3c(sc2n2c(SCc4ccccc4)nnc12)CCCC3 | 1 | -24 | -6 | 8 | 14 | 1 | 4 | -1 | -5
CCOC(=O)c1c(C)[nH]c(C(=O)COC(=O)CCSc2ccccc2)c1C | -5 | -15 | -3 | 11 | 13 | -8 | 3 | 4 | -2
Cc1cc(Nc2ccc(Br)cc2F)n2ncnc2n1 | 10 | -12 | 0 | 2 | -19 | 7 | 2 | -4 | -3
CC1(C(=O)O)C=CCN1C(=O)c1ccccc1 (stereo not given) | 6 | -19 | -6 | 2 | 10 | -12 | 8 | 0 | 5
CC(C)Cc1ccc(C(C)C(=O)N2CCOCC2)cc1 (stereo not given) | 3 | -16[20 µM] | -7 | 6 | 6 | 5 | 3 | -2 | 4
CCc1cc(=O)oc2cc(C)c(CN3CCCCC3)c(O)c12 | 6 | -34 | -6 | 12 | 3 | -7 | 7 | -1 | 3
C/C(=N/NC(=O)c1cc(O)c(O)c(O)c1)c1ccc([N+](=O)[O-])cc1 | 7 | -13 | -4 | 7 | 24 | 9 | 2 | -2 | -2
COc1cc(OC)cc(C(=O)NNC(=O)Cc2ccc(OC)c(S(=O)(=O)N3CCOCC3)c2)c1 | 2 | -22 | -3 | 3 | -6 | 0 | 5 | -1 | -2
COc1cc2c(cc1NC(=O)CN1C(=O)NC3(CCc4ccccc43)C1=O)oc1ccccc12 (stereo not given) | 5 | -12 | -192 | 8 | 15 | -18 | 3 | -1 | -10
COC(=O)NNC(=O)COc1cc(C)c(Br)cc1C(C)C | -6 | -25 | 5 | 21 | -5 | -8 | 5 | 0 | -7
Cc1ccccc1CC(=O)N1CCCC(CCC(=O)N2CCN(c3ccccn3)CC2)C1 (stereo not given) | -4 | -6 | -2 | 0 | 14 | -1 | 11 | 5 | 7
C/C(Cn1nnc([N+](=O)[O-])n1)=N\NC(=O)c1ccc(O)cc1 | 6 | -25 | -7 | 13 | 14 | -6 | -2 | -2 | -12
CCOC(=O)C(NC(=O)CC(C)C)(Nc1sc(C)c(CC)c1C#N)C(F)(F)F (stereo not given) | -3 | -19 | -22 | 8 | -16 | -1 | 12 | 2 | -2
COC(=O)c1ccc2c(=O)n(CCN3CCOCC3)c(=S)[nH]c2c1 | 4 | -22[20 µM] | -14 | 4 | 17 | 5 | -1 | -5 | -10
Cc1ccc(C(C(=O)NC2CCCC2)N(C(=O)Cc2cccs2)c2ccc3c(c2)OCCO3)cc1 (stereo not given) | 0 | -24[20 µM] | -13 | 15 | 7 | -8 | 5 | 1 | 3
Cc1nn(C)c(C(=O)NNC(=S)NCc2ccco2)c1Br | 4 | -29 | -5 | 5 | 3 | -8 | 4 | 1 | 7
COCCCNC(=S)Nc1ccc(CC(=O)O)cc1 | 1 | -19 | -5 | 4 | 15 | -6 | 4 | -3 | -6
Cc1ccc(C(=O)Nc2cc(C(C)C)c(O)c(C(C)C)c2)cc1 | 0 | -30 | -6 | 5 | 5 | -8 | 0 | 1 | 2
Cc1nn2c(-c3ccco3)nnc2c2ccccc12 | 0 | -4[20 µM] | 3 | 5 | -1 | 7 | 9 | 4 | -3
CCN(CC)CCNC(=O)Cn1cnc2sc(C)c(S(=O)(=O)N3CCOCC3)c2c1=O | -8 | 4[20 µM] | -11 | 4 | -7 | -6 | 2 | 5 | 8
Fc1ccc(-c2csc3nnc(SCc4cccnc4)n23)cc1 | 0 | -8[20 µM] | 8 | 6 | 19 | -3 | 2 | 1 | -1
COC(=O)c1nn(-c2ccccc2)c(Cl)c1/C=N/O | 2 | -17 | -7 | 7 | -33 | -5 | 6 | 2 | -5
COc1cc(OC)c(C2N(c3ccc(Cl)cc3)C(=O)C3CCCN32)cc1OC (stereo not given) | 2 | -24 | -34 | 3 | -11 | -4 | 9 | -3 | -24
CCOc1ccc(C(=O)Nc2cc(C)ccn2)cc1 | -36 | -6 | 0 | 4 | 91*[5 µM] | 0 | 9 | 8 | -4
CC(NCc1ccccc1Cl)C(=O)Nc1ccc(C#N)cc1 (stereo not given) | 1 | -15 | -5 | 3 | 8 | -8 | 3 | -3 | -3
COc1ccc(-c2nc3n(n2)C(c2ccccc2Cl)C(C(N)=O)=C(C)N3)cc1 (stereo not given) | 2 | -23 | 5 | 10 | 0 | 2 | 1 | -3 | 1
CC1=CC(c2ccccc2)n2nc(NS(=O)(=O)c3ccc(C)cc3)nc2N1 (stereo not given) | 3 | -30 | 3 | 6 | 17 | -6 | 3 | -1 | -1
CCNC(=S)N=Nc1c(O)n(Cc2ccc(Cl)cc2)c2ccccc12 | 4 | -24 | -11 | 8 | 15 | -4 | 2 | -1 | 1
CCOc1ccc(N(CC(=O)NN=C2CCN(C)CC2)S(C)(=O)=O)cc1 | 6 | -9 | -12 | 8 | 8 | -3 | -1 | -3 | 31
CCOP(=O)(OCC)/C(=N/OC(=O)c1ccc(Cl)cc1Cl)C(N)=O | 9 | -19 | -6 | 8 | 4 | -5 | -2 | -2 | 3
COc1cccc(/C=N/NC(=O)C(C)n2nc(C)c([N+](=O)[O-])c2C)c1O (stereo not given) | 8 | -21 | -14 | 4 | 4 | -3 | 6 | -5 | -6
O=C(C1CCN(S(=O)(=O)N2CCC3(CC2)OCCO3)CC1)N1CCC(Cc2ccccc2)CC1 | -2 | -17 | -10 | 10 | -8 | -5 | 4 | -1 | 1
CCN(CC)S(=O)(=O)c1ccc(OC)c(NC(=S)Nc2ccc(C)c(C)c2)c1 | 3 | -22 | -20 | 2 | 2 | -7 | 3 | -1 | 1
Cc1noc(C)c1C(=O)NCc1cccs1 | 3 | -31[20 µM] | -12 | 0 | -10 | 1 | 3 | -3 | 5
COC(=O)CC1C(=O)NCCN1C(=S)NC(=O)c1ccccc1[N+](=O)[O-] (stereo not given) | 3 | -13 | -8 | 3 | 2 | -13 | 6 | -2 | -7
O=C1c2cccc(OCc3ccc(F)cc3)c2CCN1Cc1ccc(F)cc1 | 0 | -14 | -12 | 7 | 36 | -8 | 3 | -1 | -1
COc1ccc(/C=N/Nc2nc(-c3cccnc3)nc3ccccc23)c(OC)c1 | -9 | -23 | -26 | 7 | 10 | -12 | 2 | 0 | 21
CCN1CCCc2cc(CN(CCN3CCOCC3)C(=S)Nc3ccccc3C)ccc21 | 2 | -16 | -14 | 3 | 9 | -1 | -2 | -4 | 2
COc1ccc(C2CC(C(F)(F)F)n3nc(C(=O)NCc4c(C)nn(C)c4C)c(Cl)c3N2)cc1 (stereo not given) | -3 | -15 | -5 | 11 | 16 | -6 | 44* | 36* | -11
CCOc1ccc(-c2n[nH]c(C)c2Oc2ccccc2OC)c(O)c1 | -1 | -11 | 25 | 19 | -21 | -5 | -1 | -4 | 4
CN(C)/C=C/c1oc2ccc(O)cc2c1[N+](=O)[O-] | 7 | 0 | -81 | 15 | 4 | 3 | 3 | -1 | -42
COC(=O)c1c(NS(C)(=O)=O)sc2c1CCCC2 | 0 | -31[20 µM] | 4 | 15 | 2 | -6 | 4 | -3 | -3
CCOC(=O)c1c(/N=C/c2cc(C)ccc2O)sc2c1CCC2 | -5 | -15 | -3 | 5 | 30 | -14 | 3 | 7 | -4
CC(C)(C)C(=O)N1CCC(O)(CS(=O)(=O)Cc2ccccc2Cl)CC1 | -5 | -4[20 µM] | 15 | 2 | 25 | -10 | 1 | 1 | -1
CCOc1ccc(-n2c(SCC(=O)NCc3ccco3)nc3ccccc3c2=O)cc1 | 4 | -17 | -2 | 9&9 | -22 | -3 | 6 | 4 | -1
COc1cc(NS(C)(=O)=O)c(OC)cc1NC(=O)c1ccccc1 | 4 | -7[20 µM] | 16 | 6 | 13 | 8 | 5 | -4 | 1
CC(=O)N1N=C(c2ccc(C)cc2)OC1c1ccc(C(C)C)cc1 (stereo not given) | 2 | -6[20 µM] | -19 | 9 | 8 | 0 | 8 | -1 | 1
O=C(N/N=C/c1ccc[nH]1)c1ccccc1OCc1ccccc1Cl | 3 | -12 | -11 | 8 | 9 | -6 | -6 | -4 | 0
CCCCNC(=O)CSc1cc(=O)n(C)c2ccccc12 | 1 | -14 | -6 | 16 | -12 | 0 | -4 | -2 | -11

Three entries picked at random from the list so far:
SMILES | p97 ATPase inh | Furin inh | NCF1 inh | EP2 antag | PPC-1+TRAIL kill | RBBP9 inhibitor | BaF3 tox | Ba/F3 V617F tox | TbHK1 inh
COC(=O)c1c(NS(C)(=O)=O)sc2c1CCCC2 | 0 | -31[20 µM] | 4 | 15 | 2 | -6 | 4 | -3 | -3
CCOC(=O)c1c(/N=C/c2cc(C)ccc2O)sc2c1CCC2 | -5 | -15 | -3 | 5 | 30 | -14 | 3 | 7 | -4
CCCCNC(=O)CSc1cc(=O)n(C)c2ccccc12 | 1 | -14 | -6 | 16 | -12 | 0 | -4 | -2 | -11

Screening data as filed in PubChem.
